Screening data: PubChem BioAssay, The Scripps Research Institute Molecular Screening Center
TbREL1 inh: TbREL1 RNA ligase inhibitors, primary screen, biochemical, FRET fluorescence. actives 0.49% (n = 89,000). RNA-editing ligase 1, mitochondrial (Trypanosoma brucei brucei), P86926. inhibition, % at 9.66 µM. TbREL1 RNA ligation;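 active = inhibition above the mean inhibition across all screened compounds plus 3 SD, cut at about 11% in these data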;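 note: 0% = plate median of test wells and 100% = NSC42067 control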
Target sequence (P86926 whole entry, looked up): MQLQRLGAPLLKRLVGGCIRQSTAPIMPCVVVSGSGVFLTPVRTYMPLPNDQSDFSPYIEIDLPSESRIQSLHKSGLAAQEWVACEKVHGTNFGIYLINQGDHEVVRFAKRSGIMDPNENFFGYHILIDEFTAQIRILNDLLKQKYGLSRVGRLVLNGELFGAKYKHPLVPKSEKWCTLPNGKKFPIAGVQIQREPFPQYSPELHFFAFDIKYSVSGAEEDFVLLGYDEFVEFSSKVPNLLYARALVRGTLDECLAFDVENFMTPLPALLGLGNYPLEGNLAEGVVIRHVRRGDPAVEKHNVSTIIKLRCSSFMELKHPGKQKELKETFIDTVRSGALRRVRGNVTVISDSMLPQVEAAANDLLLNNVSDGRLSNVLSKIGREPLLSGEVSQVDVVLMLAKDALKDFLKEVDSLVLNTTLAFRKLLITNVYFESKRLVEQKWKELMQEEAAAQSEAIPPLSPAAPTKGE
The depositor's hits bear a star. Not all compounds are listed. The share of hits here may be higher or lower than overall.

structure	TbREL1 inh
CCN(CC)S(=O)(=O)c1cccc(C(=O)NC(C(=O)Nc2nnc(C)s2)C(C)C)c1 (stereo not drawn)	6
Cc1cc(N2CCOCC2)nc(SCc2ccc(Cl)cc2Cl)n1	0
C/C(C=NNC(=O)c1cc(-c2ccc(Cl)cc2)n[nH]1)=C\c1ccccc1	7
CCCCN(Cc1ccccc1)C(=O)C1CCCN(S(=O)(=O)c2cnc[nH]2)C1 (stereo not drawn)	3
Cc1ccc(NC(=O)C2CCCN(c3nnc(-n4cccc4)s3)C2)c(C)c1 (stereo not drawn)	-4
CCN(CC)C(CNC(=O)c1cc(=O)[nH]c2ccccc12)c1ccccc1Cl (stereo not drawn)	-1
CN(C)/C=C1\C(=O)N(c2ccc(Oc3ccccc3)cc2)CS1=O (stereo not drawn)	0
CCOc1ccc(NC(=O)CN(C)C(=O)Cc2c(C)nc3ccccc3c2C)cc1OCC	-3
Cc1cccc(CCNC(=O)Cn2nc(-c3ccccc3)ccc2=O)c1	7
COc1cccc(OCc2cc(C(=O)N(C)CCC3CCCCO3)no2)c1 (stereo not drawn)	0

New compounds follow
structure	TbREL1 inh
COc1cccc(CN2CCNC(=O)C2CC(=O)N2CCOc3ccccc3C2)c1OC (stereo not drawn)	1
O=C(CC(c1ccccc1)c1cc(Cl)ccc1O)NCCN1CCOCC1 (stereo not drawn)	1
Cc1ccc(C(=O)OCC(=O)Nc2cc(C(C)(C)C)no2)c(C)c1	4
NC(=S)N/N=C/c1coc2cc(Br)ccc2c1=O	2
COC(=O)c1c(C)[nH]c(C(=O)C(C)OC(=O)c2cc(C)oc2C)c1C (stereo not drawn)	-2
COc1ccc(-c2cc3nc[nH]c(=O)c3s2)cc1	0
CCOC(=O)N1CCC(N2C(=O)c3ccccc3C2Nc2ccc3c(c2)OCCO3)CC1 (stereo not drawn)	-1
c1ccc2cc(CCO[C@H]3CCCCO3)ncc2c1	0
O=C(NCCC1CCCCN1S(=O)(=O)c1ccccc1)C(=O)NCc1ccccc1 (stereo not drawn)	-1
CCOC(=O)Nc1ccc(S(=O)(=O)Nc2cc(C)nc(C)n2)cc1	3

(cont.)
structure	TbREL1 inh
COc1ccc(Oc2c(-c3cccs3)cnn(-c3ccc(C)cc3)c2=O)cc1	1
COCCCNC(=O)C[C@H]1C[C@H](C(=O)N2CCOCC2)[C@@]2(CCC3CCCC3)c3[nH]c4ccc(Cl)cc4c3CCN2C1=O	1
COc1ccc(CNC(=O)CSc2nnc3nc(C)cc(C)n23)cc1OC	4
O=[N+]([O-])c1ccc(-c2cnc(SC(c3ccccc3)c3ccccc3)[nH]2)cc1	6
COc1ccccc1-n1ccnc(SCC(=O)NCc2ccccc2Cl)c1=O	1
Cc1nn(C)cc1/C=N/NC(=S)Nc1ccc(Cl)cc1Cl	-1
Cc1onc(-c2ccccc2Cl)c1C(=O)N1CCCCC1C(=O)O (stereo not drawn)	3
O=C(Nc1ccc(C(=O)N2CCCCC2)cc1)[C@H]1O[C@@H](n2ccc(=O)[nH]c2=O)[C@H](O)[C@@H]1O	7
CC(NC(=O)C(C)N1C(=O)c2cccc([N+](=O)[O-])c2C1=O)c1ccccc1 (stereo not drawn)	3
CC1CN(C(=O)CSc2nnc(-c3cccs3)n2N)CC(C)O1 (stereo not drawn)	-1

Going on with the list:
structure	TbREL1 inh
COCCn1c(N)c(N(Cc2ccccc2)C(=O)c2ccc(N3CCCC3=O)cc2)c(=O)[nH]c1=O	-4
CCn1c(SCC(=O)NCc2ccco2)nc2cccnc21	3
CN(C)c1nc(OCCOC(=O)c2ccccc2)nc(N(C)C)n1	1
O=C(Nc1ccccc1C(=O)N1CCCC1)c1ccc(Cl)cc1Cl	-1
CCOc1ccc(S(=O)(=O)N(CC)CC(=O)NCc2ccncc2)cc1C	-2
CCN(CCCNC(=O)C1CCC(=O)N1Cc1ccc(C)cc1)c1cccc(C)c1 (stereo not drawn)	-5
COC(=O)[C@H](CC(C)C)NC(=O)CC[C@H]1O[C@@H](n2cc(C)c(=O)[nH]c2=O)C[C@@H]1O	2
O=C(c1cccc(F)c1)N1CCc2ccccc2C1	2
Cc1ccc(NCc2ccc(O)c3ncccc23)cc1C	9
O=C(CCN1C(=O)/C(=C/c2ccc(F)cc2)SC1=S)NNC(=O)c1cccnc1	-4

More results:
structure	TbREL1 inh
CC1CCC/C(=N\Nc2ccc(Cl)c(C(=O)O)c2)C1 (stereo not drawn)	1
O=C(O)CN1C(=O)/C(=C/c2ccc(N3CCCCC3)o2)SC1=S	4
CC(CCc1ccccc1)NC(=O)c1nnc(Cc2ccc(Cl)cc2)o1 (stereo not drawn)	-4
Cc1nc2cc(NC(=O)CS(=O)(=O)c3ccc(F)cc3)ccc2s1	-1
COc1ccc(C(=O)O/N=C/c2ccc(S(=O)c3ccc(Cl)cc3)nc2)cc1 (stereo not drawn)	0
COc1ccc(S(=O)(=O)n2ccc(-c3ccc4c(c3)CCC(C)(C)O4)n2)cc1	1
COc1ccc(-c2noc(CN(C)C(=O)c3ccco3)n2)cc1	-1
Cc1ccc(C)c(S(=O)(=O)N2CCCCC2CCNC(=O)C(=O)NC2CCCC2)c1 (stereo not drawn)	0
O=C(Nc1ccccc1Br)c1c(F)cccc1Cl	-3
O=C(c1ccc2c(c1)OCO2)N1CCN(C(=O)c2ccco2)CC1	0

Next section
structure	TbREL1 inh
CC(SCc1ccccc1)C(=O)Nc1ccc(F)cc1 (stereo not drawn)	5
O=C(Cc1cccc(NC(=O)C2CCCN(C(=O)C3CC3)C2)c1)Nc1cccc(C(=O)N2CCCCC2)c1 (stereo not drawn)	1
CCCn1c(/N=C/c2c[nH]c3ccccc23)nc2ccccc21	5
CN(Cc1cnn(Cc2ccccc2)c1)C(=O)CN=C1NS(=O)(=O)c2ccccc21	2
CCN(Cc1cc2cc(OC)ccc2[nH]c1=O)C(=O)c1ccncc1	2
COc1cc(/C=N/n2c(=S)[nH]nc(C)c2=O)cc([N+](=O)[O-])c1O	-2
CCc1ccc(N=C2N=C(N)c3ccccc32)cc1	-3
Cc1noc(C)c1C(=O)NCCCN1CCCC1=O	-1
CC(C)(C)OC(=O)[C@H](Cc1ccccc1)NC(=O)c1nc[nH]c1C(=O)NCC(=O)OCc1ccccc1	3
N#Cc1c(Cl)nc2c(c1C#N)CCCC2	0

Overlap with the part before: 4 entries, followed by the next part.
structure	TbREL1 inh
CCc1ccc(N=C2N=C(N)c3ccccc32)cc1	-3
Cc1noc(C)c1C(=O)NCCCN1CCCC1=O	-1
CC(C)(C)OC(=O)[C@H](Cc1ccccc1)NC(=O)c1nc[nH]c1C(=O)NCC(=O)OCc1ccccc1	3
N#Cc1c(Cl)nc2c(c1C#N)CCCC2	0
Cc1ccc(N2C(=O)N(CC(=O)Nc3ccccc3C)C(=O)C2C)cc1 (stereo not drawn)	0
O=S(=O)(NCCCCNS(=O)(=O)c1c(F)cccc1F)c1ccc2c(c1)OCCO2	0
COc1ccc(OC)c2sc(N3CCN(C(=O)c4ccc5ncsc5c4)CC3)nc12	-2
Cc1c(NC(=O)c2cc(-c3ccc(Cl)c(Cl)c3)on2)c(=O)n(-c2ccccc2)n1C	2
Cc1nn(CC(=O)NCc2ccccc2Cl)c(C)c1[N+](=O)[O-]	4
Cc1cc(=O)[nH]c(SCC(=O)NCCC2=CCCCC2)n1	-2
O=C(c1cccc(F)c1)N1CCCC(C(=O)N2CCCC2)C1 (stereo not drawn)	0
COc1ccc(C(=O)Nn2c(SCC(=O)NCc3ccco3)nc3ccccc3c2=O)cc1	2
COc1cc(/C=N/NC(=O)c2c(-c3c(Cl)cccc3Cl)noc2C)ccc1OCC(N)=O	-2
Cc1ccn2c(C(=O)CSc3ccccc3)c(C)nc2c1	-2

At a glance, some entries already given:
structure	TbREL1 inh
COc1cc(/C=N/NC(=O)c2c(-c3c(Cl)cccc3Cl)noc2C)ccc1OCC(N)=O	-2
Cc1ccn2c(C(=O)CSc3ccccc3)c(C)nc2c1	-2

(next part)
structure	TbREL1 inh
CC(C)c1ccc(OCC(O)CN2CCCC2)cc1 (stereo not drawn)	5
O=[N+]([O-])c1ccccc1N/N=C\c1ccccc1Cl	0
O=C(/C=C(\Nc1ccc(Cl)c(C(F)(F)F)c1)c1ccccc1)c1ccccc1	6
CC(=O)c1ccc(-c2ccc(C(=O)N(C)Cc3nc4ccccc4c(=O)[nH]3)o2)cc1	0
O=C(CNC(=O)C(c1ccccc1)c1ccccc1)N/N=C/c1ccc(O)c([N+](=O)[O-])c1	1
COc1ccc(CNC(=O)COC(=O)C(CCSC)NC(=O)c2ccco2)cc1OC (stereo not drawn)	-4
c1ccc(Cc2nnc3sc(-c4ccco4)nn23)cc1	-1
O=C(CN1CCC(C(O)(c2ccccc2)c2ccccc2)CC1)Nc1ccccc1	0
CC(=O)Nc1ccc(S(=O)(=O)NCCC(=O)OCC(=O)NNC(=O)c2ccccc2)cc1	8
COc1ccc(OC)c(CN(CC(C)C)S(=O)(=O)c2ccccc2Br)c1	1

2 of these compounds in a different format.
> CC(=O)Nc1ccc(S(=O)(=O)NCCC(=O)OCC(=O)NNC(=O)c2ccccc2)cc1
  TbREL1 inh: 8

> COc1ccc(CNC(=O)COC(=O)C(CCSC)NC(=O)c2ccco2)cc1OC (stereo not drawn)
  TbREL1 inh: -4

(listing goes on)
structure	TbREL1 inh
Cc1c(NS(=O)(=O)c2cc(C(=O)NCc3cccnc3)ccc2Cl)c(=O)n(-c2ccccc2)n1C	0
CSc1ccccc1NC(=O)Cc1ccccc1[N+](=O)[O-]	0
CCc1nc2ccc(C(=O)Nc3ccc4c(c3)OCC(=O)N4)cn2c1N(CC)CCOC	1
O=[N+]([O-])c1ccc(Cl)c(S(=O)(=O)/N=C(/Nc2cccnc2)c2ccccc2)c1	-2
O=C(CCc1nc2ccccc2c(=O)[nH]1)OCC(=O)N1CCN(S(=O)(=O)c2ccccc2)CC1	0
Cc1cc(C)n(-c2cc(N3CCN(C(=O)c4ccccc4C)CC3)ccc2[N+](=O)[O-])n1	-2
ON=C1c2ccccc2-c2ccc(Br)cc21	2
Nc1ccccc1C#Cc1cnccn1	0
Cc1ccccc1C(=O)N1CCC(C(=O)N2CCN(c3ncccn3)CC2)CC1	2
CN(C(=O)COC(=O)C1CCN(S(=O)(=O)c2c(Cl)cccc2Cl)CC1)c1ccccc1	-1

(further entries)
structure	TbREL1 inh
COc1cc(/C=C/C(=O)Nc2ccc(N3CCCCC3)c(S(=O)(=O)Nc3ccccc3Cl)c2)cc(OC)c1OC	2
COc1ccc(/C=C/C(=O)OCC(=O)N2CC(=O)Nc3ccccc32)cc1	1
O=C(OCc1nnc(-c2ccc(Cl)cc2)o1)c1ccc(O)cc1	2
NC(=O)C1CCN(C(=O)/C=C/c2cc(Br)ccc2F)CC1	3
CC(C)NC(=O)c1onc(CSc2ccccc2)c1C(=O)O	1
O=C(Nc1cccn(Cc2c(Cl)cccc2Cl)c1=O)c1ccc(Cl)cc1	2
CCn1ccnc1CN(C)Cc1nc(-c2ccc3c(c2)OCO3)no1	4
CCCn1c(SCC(=O)NC2CCCCC2)nnc1-c1cccnc1	-3
O=C(c1ccco1)N1CCN(C(=O)c2cccn3c(=O)c4c5c(sc4nc23)CCCC5)CC1	-1
CCOC(=O)C1=C(COC(=O)c2cc(S(=O)(=O)N3CCOCC3)ccc2F)NC(=O)NC1C (stereo not drawn)	0

The list continues.
structure	TbREL1 inh
O=C(NC(=S)Nc1nc(-c2ccc(Br)cc2)cs1)c1cccnc1	2
CN(Cc1ccccc1)S(=O)(=O)c1cccc(C(=O)OCc2ccccc2)c1	3
O=C(COc1ccc([N+](=O)[O-])cc1Cl)NCCN1C(=O)CSC1=O	1
CC/C(C)=C1\SC(N2CCOCC2)=NC1=O	2
O=C(COc1ccccc1Br)NCCC1=CCCCC1	-3
CCOc1ccc(C(=O)NCC(=O)N2CCN(Cc3ccccc3)CC2)cc1	0
O=C(N/C=C\c1ccccc1)NCc1ccc(Cl)cc1	-1
O=C(CCC(=O)N(CC(=O)NC1CCCCC1)Cc1ccco1)Nc1nccs1	2
Cc1noc(NS(=O)(=O)c2ccc(NC(=O)CSc3nc4c(cc3C#N)CCC4)cc2)c1C	-3
O=C(CO/N=C/c1ccc(OC(F)F)cc1)NC1CCCCC1	-5

Going on with the list.
structure	TbREL1 inh
O=C1CC(c2ccccc2)c2ccc(O)cc2O1 (stereo not drawn)	-2
CCOC(=O)c1c(CNCCN(CC)CC)n(C)c2cc(Br)c(OC)cc12	3
CCN(Cc1ccccc1)S(=O)(=O)c1c(N)n(C)c(=O)n(C)c1=O	4
CN(C)c1cc(Nc2cccc(O)c2)c([N+](=O)[O-])c2nonc12	3
COC(=O)C1CN(S(=O)(=O)c2cc(OC)ccc2OC)CCS1 (stereo not drawn)	-1
CC(NC(=O)c1ccccc1N)c1ccccc1 (stereo not drawn)	2
COc1cccc(C2CC(=O)Nc3cc(OC)c(OC)c(OC)c32)c1OC (stereo not drawn)	-3
CC(=O)Nc1ccc2[nH]c(C)c(CC=C(Cl)Cl)c(=O)c2c1	0
CC(=O)N1CCN=C1SCc1ccccc1Cl	4
CCC(=O)n1nc(-c2cccnc2)nc1NCc1ccc(OC)cc1	-1

New compounds follow
structure	TbREL1 inh
COc1ccc(N2CC(NS(=O)(=O)c3cccs3)CC2=O)cc1 (stereo not drawn)	2
CCC(C)(C)NC(=O)C(c1cccc(OC)c1OC)N(Cc1ccccc1)C(=O)CCC(=O)Nc1cc(C)on1 (stereo not drawn)	3
O=C(NC1CC1)C1CCN(c2ccc(S(=O)(=O)N3CCOCC3)cc2Cl)CC1	2
COc1ccc(NC(=O)CNCCC2=CCCCC2)cc1	-3
Clc1ccc(CSc2nnc(/C=C/c3ccccc3)o2)cc1	9
Cc1[nH]c2c(Br)cccc2c1[C@H]1[C@@H](CC#N)C1(C)C	1
CCNC(=O)C1(C)CCCN(Cc2ccc(-n3ccnc3)cc2)C1 (stereo not drawn)	0
